# FUS yeast rescue = rescues growth of FUS-expressing yeast; S. cerevisiae FUS-expressing, growth rescue, OD600, 24 h; Potency, µM (titrated, usually from 76.6 µM), for the others: at the top dose growth rescue (activation), most hits filed as activators; 390,000 compounds, 0.24% hits;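 further: potency means the concentration at half of the fitted maximal effect; plate controls were DMSO vehicle for no effect and reference control for full effect; nearly all actives have a fitted effect of over 55% in size; some results filed as inactive show a strong effect at the top dose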
#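 Galactose (2%) drives FUS expression in yeast precultured in raffinose; seeding density OD 0.005. Test compounds incubated 24hr at 30C and 99% humidity before absorbance at 600 nm was measured.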
# PTHR1 agonist = PTHR1 (human) receptor agonism; 410,000 compounds, 0.075% hits; HEK293 GP2 PTHR1 cells, GloSensor cAMP luminescence, 1 h; Potency, µM (series often up to 115 µM), without a hit: at the highest dose activation, hits mostly activators; AID 743266; Q03431; further: potency means the concentration at half of the fitted maximal effect; nearly all actives have a fitted effect of over 55% in size; some results filed as inactive show a strong effect at the top dose; inactives centre near -15; many of its hits are not listed in these tables
#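 HEK-293-derived GP2 cells expressing PTHR1 and a GloSensor cAMP reporter, 3,000/well, plated overnight, given luciferin plus IBMX (each 0.5 mM as added) for 1 h at 37 °C, then compound for 1 h at 37 °C. Luminescence was read after 15 min at room temperature.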
# MmCpn inh = M. maripaludis TRiC chaperonin inhibition; purified Mm-Cpn ATPase, ADP Transcreener TR-FRET; Potency, µM (titrated, usually from 76.9 µM), for inactives: top-dose activity, negative = inhibition, usual class: inhibitors; 330,000 compounds, 0.031% hits; further: potency means the concentration at half of the fitted maximal effect; on the % scale 0 is the no-effect control and ±100 the full control effect; nearly all actives have a fitted effect of over 80% in size
#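 25 nM Mm-CPN + cpd, 10 min 37°C; + 10 uM ATP, 30 min 37°C; buffer 30 mM Tris pH 7.4, 100 mM KCl, 5 mM MgCl2, 1 mM DTT; Transcreener ADP HTRF detection 30 min RT.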
# Abeta yeast res = compounds reversing amyloid beta toxicity in yeast | Potency, µM (titrated, usually from 46.1 µM), without a hit: top-dose growth rescue, actives largely listed as activators | 410,000 compounds, 0.063% hits | yeast expressing A-beta42, growth rescue, OD600, 48 h; response scale: 0% DMSO, 100% iron-clioquinol control | AID 1347071; further: potency means the concentration at half of the fitted maximal effect; nearly all actives have a fitted effect of over 55% in size
#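 Yeast A-beta toxicity model in growth medium with pinned compounds, 48 h at 30 C; growth read as absorbance at 600 nm. Normalized to FeCl3/clioquinol equimolar mix (positive) and DMSO (negative).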
# HEK293 tox = cytotoxicity in counter-screen for GLP-1R inverse agonists. Potency, µM (series often up to 38.3 µM), without a hit: at the top dose activity change, negative = inhibition, actives largely listed as inhibitors. HEK293 cAMP-luciferase reporter cells, luminescence, 24 h. AID 624418. 410,000 compounds, 0.13% hits;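 further: loss of luciferase light is scored as toxicity; potency means the concentration at half of the fitted maximal effect; on the % scale 0 is the no-effect control and ±100 the full control effect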
#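 Luminescence readout: signal drop marks cytotoxicity. Plated cells grew 12 h at 37 °C, 5% CO2, received 23 nL compound for 24 h, then got luciferase reagent, read after 12 min at RT.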
# Akt phos inh = blocks phosphorylation of Akt; Neuro2A IGF-stimulated pAkt S473 HTRF, 20 min; stronger effect = lower value; activity change, % for hits at 50 µM; AID 651550; 360,000 compounds, 0.32% hits; in the data active means activity change below about -80%; inconclusive means mostly about -51% to -80%; further: on the % scale 0 is the no-effect control and ±100 the full control effect
#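 Neuro2A cells in DMEM with 0.5% FBS, overnight at 37 deg C, given compound at single 50 µM final, then IGF (6 nM final) for 20 min at 37 deg C. Lysed; phospho-Akt Ser473 by HTRF after 24 h, 665/615 ratio.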
# aSyn yeast inh = alpha-synuclein toxicity inhibition in yeast; Yeast expressing alpha-synuclein, growth rescue, BacTiter-Glo, 24 h; Potency, µM (highest dose often 46.1 µM), for the others: at the top dose growth rescue (activation), actives largely listed as activators; 370,000 compounds, 0.14% hits; AID 652106; further: potency means the concentration at half of the fitted maximal effect; % of control where 0% means no effect; nearly all actives have a fitted effect of over 65% in size
#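 Rescue of yeast growth: cells expressing toxic alpha-synuclein, induced in galactose at OD600 0.02, incubated with compound 24 h at 30 C. ATP luminescence quantified growth; inhibitors of toxicity appear as activators.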
# GLP1R inv ag = GLP-1 receptor (human) inverse agonism. P43220. HEK293 GLP-1R CRE-luciferase, luminescence, 24 h; GLP-1R form is constitutively active. Potency, µM (top dose mostly 38.3 µM), without a hit: at the top dose activity change, negative = inhibition, hits mostly inhibitors. 410,000 compounds, 1.6% hits; further: potency means the concentration at half of the fitted maximal effect; on the % scale 0 is the no-effect control and ±100 the full control effect; nearly all actives have a fitted effect of over 55% in size
# Target sequence (P43220 whole entry, looked up): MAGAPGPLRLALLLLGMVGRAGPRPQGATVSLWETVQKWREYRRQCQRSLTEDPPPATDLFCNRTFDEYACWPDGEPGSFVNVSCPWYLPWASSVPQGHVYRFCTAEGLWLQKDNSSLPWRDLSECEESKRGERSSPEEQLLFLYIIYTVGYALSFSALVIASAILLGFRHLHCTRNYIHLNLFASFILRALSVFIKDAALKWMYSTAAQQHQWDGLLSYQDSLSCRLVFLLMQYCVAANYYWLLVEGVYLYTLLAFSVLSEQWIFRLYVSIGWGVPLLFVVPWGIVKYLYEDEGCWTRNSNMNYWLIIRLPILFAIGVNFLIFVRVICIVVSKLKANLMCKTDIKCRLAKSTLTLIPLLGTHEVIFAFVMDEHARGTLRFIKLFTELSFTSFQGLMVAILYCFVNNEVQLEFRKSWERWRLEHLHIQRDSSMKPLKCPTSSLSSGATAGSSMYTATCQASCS
#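 Readout was luciferase luminescence, measured 12 min after detection reagent at room temperature. Beforehand, GLP-1R reporter HEK293 cells had sat 12 h, then received compounds for 24 hr at 37 deg C.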
# TDP43 rescue = inhibitors of TDP-43 toxicity in yeast | Potency, µM (highest dose often 46.1 µM), for inactives: at the highest dose growth rescue (activation), most hits filed as activators | TDP-43 expressing yeast growth rescue, BacTiter-Glo, 24 h | AID 652104 | 410,000 compounds, 1.8% hits; further: potency means the concentration at half of the fitted maximal effect; % of control where 0% means no effect; nearly all actives have a fitted effect of over 50% in size
#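 Cell-based yeast growth screen: TDP-43 expression induced in galactose, inoculum OD600=0.02 after raffinose pregrowth to mid-log. Read-out BacTiter-Glo luminescence at 24 hr, 30 deg C; inhibition of toxicity seen as signal increase.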
# An asterisk follows results filed as active; i = inactive; ? = inconclusive; . = not tested or not shown; [ ] = remark or other dose. Unless noted, the call rests on the fitted dose curve; in most records, active means well fitted curve in the direction sought with a large enough effect; inconclusive means small, poorly fitted or top-dose-only effect, or another doubt; inactive means no such curve, though single readings can be large; an effect the other way counts as inactive or inconclusive.
structure	FUS yeast rescue	PTHR1 agonist	MmCpn inh	Abeta yeast res	HEK293 tox	Akt phos inh	aSyn yeast inh	GLP1R inv ag	TDP43 rescue
O=C(Cc1cccs1)Nc1nc2c(s1)CCCC2	19%	-44%[inhibitor][57.5 µM]	-16%	28%	13%	i	20%	0%	16%
O=C(CSCc1ccccc1Br)N/N=C/c1ccccc1C(=O)O	-8%	i	-2%	-3%	6%	i	-8%	5%	16%
O=C(NCCCNC(=O)c1ccco1)c1ccc(Cl)cc1	-2%	-51%[inhibitor]	-1%	9%	-13%	i	6%	-18%	12%
CC1CCN(C(=O)COC(=O)c2ccc(F)c(S(=O)(=O)N3CCOCC3)c2)CC1	.	-17%	2%	10%	-4%	i	4%	2%	5%
O=C(CN1C(=O)COc2ccc(Cl)cc21)N1CCc2ccccc21	10%	6%[57.5 µM]	-3%	14%	5%	i	0%	1%	-4%
CC(=O)c1cccc(NC(=O)c2nc(-c3ccccc3)oc2C)c1	27%	-6%	-1%	-1%	4%	i	7%	-6%	?
Cc1oc(-c2ccccc2)cc1C(=O)NC(Cc1c[nH]c2ccccc12)C(=O)O (stereo unspecified)	-19%	i	-2%	10%	14%	i	?	2%	16%
Cc1ccc(S(=O)(=O)/N=C(/Nc2nc(C)cc(C)n2)N2CCOCC2)cc1	-15%	i	-2%	11%	7%	.	.	37%[activator]	5%
O=C(c1cccs1)N1CCN(S(=O)(=O)N2CCOCC2)CC1	17%	i	1%	-21%	-10%	i	-8%	5%	3%
C[N+](C)(C)C[C@H](O)CC(=O)[O-]	-10%	-28%	-1%	5%	2%	i	-8%	-2%	24%
CCc1ccc(C2C(C(=O)Nc3ccccc3)=C(C)Nc3c(C(=O)Nc4ccc(C)cc4)cnn32)cc1 (stereo unspecified)	18%	i	.	-12%	4%	.	.	-18%	9%
COc1ccc(NC(=O)c2cc(S(=O)(=O)N3CCOCC3)ccc2N2CCOCC2)cc1	.	i	1%	3%	-2%	i	-1%	4%	17%
Cc1ccc(NC2=CC(c3ccccc3F)N(c3ccc(C)cc3)C2=O)cc1 (stereo unspecified)	?	-9%	.	17%	0%	.	.	?	13%
O=C(N=C1SC2CS(=O)(=O)CC2N1c1ccccc1)C1CC1 (stereo unspecified)	-25%	i	0%	1%	-1%	.	0%	34%	14%
CCOC(=O)c1nn(-c2ccc(Cl)cc2)c2nc(Nc3ccccc3)cc(=O)n12	30%	i	1%	-7%	12%	i	0%	3%	11%

# Reprinted at random: 3 entries already listed.
structure	FUS yeast rescue	PTHR1 agonist	MmCpn inh	Abeta yeast res	HEK293 tox	Akt phos inh	aSyn yeast inh	GLP1R inv ag	TDP43 rescue
Cc1oc(-c2ccccc2)cc1C(=O)NC(Cc1c[nH]c2ccccc12)C(=O)O (stereo unspecified)	-19%	i	-2%	10%	14%	i	?	2%	16%
O=C(CSCc1ccccc1Br)N/N=C/c1ccccc1C(=O)O	-8%	i	-2%	-3%	6%	i	-8%	5%	16%
CC1CCN(C(=O)COC(=O)c2ccc(F)c(S(=O)(=O)N3CCOCC3)c2)CC1	.	-17%	2%	10%	-4%	i	4%	2%	5%

# (list continues)
structure	FUS yeast rescue	PTHR1 agonist	MmCpn inh	Abeta yeast res	HEK293 tox	Akt phos inh	aSyn yeast inh	GLP1R inv ag	TDP43 rescue
CC(=O)N1c2ccccc2N=C(c2ccc(C(F)(F)F)cc2)C1C(=O)NC1CCCC1 (stereo unspecified)	23%	-28%	.	-6%	19%	i	-6%	-5%	-3%
CCn1c(=O)cc(SCC(=O)N2CCN(C)CC2)c2ccccc21	21%	i	2%	-1%	67%	i	0%	21%	-7%
Cc1ccc2c(c1)N(CC(=O)Nc1nccs1)C(=O)CO2	-3%	i	3%	14%	18%	i	-4%	-4%	9%
CC(C)n1c(SCc2ccc(Cl)cc2)nc2c1c(=O)[nH]c(=O)n2C	-19%	18%	3%	2%	4%	i	-21%	45%[activator]	7%
C=CCNc1ncnc2c1ncn2[C@H]1CN(CCN2CCOCC2)C[C@@H](CO)O1	-14%	i	.	-13%	2%	i	-1%	30%[activator]	3%
Cc1ccc(NC(=O)C(C)N2CCCC2)cc1Cl (stereo unspecified)	-9%	-2%	0%	3%	-1%	i	0%	-1%	-11%
COCCNC(=O)C(c1ccc(C)cc1)N(CCOC)C(=O)CCC(=O)Nc1ccccn1 (stereo unspecified)	14%	-10%	0%	-2%	6%	i	1%	6%	1%
CC1(C(=O)NS(=O)(=O)c2ccc(C#N)cc2)CCN1C(=O)Cc1ccc(-c2ccccc2)cc1 (stereo unspecified)	2%	-15%	.	11%	0%	i	15%	-8%	0%
CC1CCC2(CC1)NC(=O)N(CC(=O)Nc1cccnc1Cl)C2=O (stereo unspecified)	-3%	-24%	-2%	-2%	2%	i	7%	4%	7%
COc1cccc(S(=O)(=O)NCc2ccc(C(=O)NCc3ccco3)cc2)c1	?	i	1%	1%	-6%	i	0%	5%	-13%

# Record cards (already shown). Order of screens: FUS yeast rescue | PTHR1 agonist | MmCpn inh | Abeta yeast res | HEK293 tox | Akt phos inh | aSyn yeast inh | GLP1R inv ag | TDP43 rescue
# CC1(C(=O)NS(=O)(=O)c2ccc(C#N)cc2)CCN1C(=O)Cc1ccc(-c2ccccc2)cc1 (stereo unspecified) as listed: 2% | -15% | . | 11% | 0% | i | 15% | -8% | 0%
# O=C(N=C1SC2CS(=O)(=O)CC2N1c1ccccc1)C1CC1 (stereo unspecified) as listed: -25% | i | 0% | 1% | -1% | . | 0% | 34% | 14%
# COc1cccc(S(=O)(=O)NCc2ccc(C(=O)NCc3ccco3)cc2)c1 as listed: ? | i | 1% | 1% | -6% | i | 0% | 5% | -13%
# O=C(CN1C(=O)COc2ccc(Cl)cc21)N1CCc2ccccc21 as listed: 10% | 6%[57.5 µM] | -3% | 14% | 5% | i | 0% | 1% | -4%

# Shown as labelled records: 2 of the compounds above
CC1(C(=O)NS(=O)(=O)c2ccc(C#N)cc2)CCN1C(=O)Cc1ccc(-c2ccccc2)cc1 (stereo unspecified)
  FUS yeast rescue: 2% | PTHR1 agonist: -15% | MmCpn inh: . | Abeta yeast res: 11% | HEK293 tox: 0% | Akt phos inh: i | aSyn yeast inh: 15% | GLP1R inv ag: -8% | TDP43 rescue: 0%
CC1CCC2(CC1)NC(=O)N(CC(=O)Nc1cccnc1Cl)C2=O (stereo unspecified)
  FUS yeast rescue: -3% | PTHR1 agonist: -24% | MmCpn inh: -2% | Abeta yeast res: -2% | HEK293 tox: 2% | Akt phos inh: i | aSyn yeast inh: 7% | GLP1R inv ag: 4% | TDP43 rescue: 7%

# Compound activity: PubChem, National Center for Advancing Translational Sciences (NCATS)

# The list is partial; count on the stated rates, not on these rows.
